# Screening data from PubChem BioAssay.
# Vif-APOBEC3F blk: qHTS for Inhibitors of Vif-A3F Interactions: qHTS; HeLa A3F-eYFP + Vif (tagged APOBEC3F with the HIV-1 protein that degrades it), YFP fluorescence increase; actives 0.2% (n = 390,000); Potency, µM (titrated, usually from 46.1 µM), for inactives: at the top dose activity, negative = active; AID 602313, 2012; further: potency means the concentration at half of the fitted maximal effect; % of control where 0% means no effect; nearly all actives have a fitted effect of over 65% in size
#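 HeLa cells stably expressing A3F-eYFP plus Vif, plated and incubated overnight at 37 deg C, then exposed to compounds overnight at 37 deg C. Blocked degradation read as raised yellow fluorescence (Ex 488/Em 500-530).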
# Vif-APOBEC3G blk: qHTS for Inhibitors of Vif-A3G Interactions: qHTS; HeLa A3G-eYFP + Vif (tagged APOBEC3G with the HIV-1 protein that degrades it), YFP fluorescence, overnight; Potency, µM (titrated, usually from 46.1 µM), for inactives: top-dose activity, negative = active, actives largely listed as inhibitors; actives 0.076% (n = 410,000);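 further: potency means the concentration at half of the fitted maximal effect; on the % scale 0 is the no-effect control and ±100 the full control effect; nearly all actives have a fitted effect of over 60% in size; hits raise eYFP signal because A3G escapes Vif-driven loss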
# Target sequence (Q9HC16 whole entry, looked up): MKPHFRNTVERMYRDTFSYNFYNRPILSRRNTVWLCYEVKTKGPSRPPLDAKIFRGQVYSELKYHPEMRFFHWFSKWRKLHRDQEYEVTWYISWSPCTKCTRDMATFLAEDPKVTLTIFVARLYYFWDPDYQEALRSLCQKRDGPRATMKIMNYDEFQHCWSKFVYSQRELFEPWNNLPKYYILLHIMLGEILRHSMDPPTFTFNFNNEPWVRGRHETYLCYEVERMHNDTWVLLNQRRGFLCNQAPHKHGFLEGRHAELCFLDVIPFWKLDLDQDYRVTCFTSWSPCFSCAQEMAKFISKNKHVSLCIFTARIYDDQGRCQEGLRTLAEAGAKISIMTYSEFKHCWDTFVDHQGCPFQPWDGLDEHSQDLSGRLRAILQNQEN
#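 HeLa cells stably expressing Vif and C-terminally eYFP-tagged A3G, seeded overnight at 37 deg C, then exposed to compound by pintool overnight at 37 deg C. Rise in yellow fluorescence (Ex 488/Em 500-530, Acumen) marks blocked Vif-driven A3G degradation.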
# ALOX12 inh: Primary qHTS assay for inhibitors of human arachidonate 12S-lipoxygenase (ALOX12): Round 2; purified 12hLO, xylenol orange hydroperoxide absorbance; actives 1.1% (n = 580,000); Polyunsaturated fatty acid lipoxygenase ALOX12 (Homo sapiens), P18054; Potency, µM (highest dose often 108 µM), without a hit: at the highest dose activity change, negative = inhibition, usual class: inhibitors; further: potency means the concentration at half of the fitted maximal effect; on the % scale 0 is the no-effect control and ±100 the full control effect
#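 Purified human 12hLO (150 nM final) in 25 mM Hepes, 0.01% Triton X-100, pH 7.0 was preincubated 15 min at room temperature with compound. Then 40 uM arachidonic acid was added, 30 min. Hydroperoxide was read by Fe-XO absorbance ratio 573/405 nm.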
# RGS4 inhibitor: Inhibitors of Regulator of G Protein Signaling (RGS) 4: qHTS | Potency, µM (highest dose often 114 µM), without a hit: at the highest dose activity change, negative = inhibition, usual class: inhibitors | Transcreener GDP fluorescence polarization, RGS4-accelerated GTP hydrolysis | Regulator of G-protein signaling 4 (Homo sapiens), P49798 | actives 0.039% (n = 390,000) | AID 504845, 2011; further: potency means the concentration at half of the fitted maximal effect; on the % scale 0 is the no-effect control and ±100 the full control effect; nearly all actives have a fitted effect of over 75% in size; some results filed as inactive show a strong effect at the top dose
# Target sequence (P49798 whole entry, looked up): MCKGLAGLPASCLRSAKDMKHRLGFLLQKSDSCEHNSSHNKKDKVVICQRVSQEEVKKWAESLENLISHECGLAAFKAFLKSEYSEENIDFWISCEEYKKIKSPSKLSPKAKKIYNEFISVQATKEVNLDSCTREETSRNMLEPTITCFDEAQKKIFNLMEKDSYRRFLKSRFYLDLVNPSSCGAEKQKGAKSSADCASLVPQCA
#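 MLSMR compounds (23 nl, pin-transferred) preincubated 10 min at room temperature with a 500nM (2x) first reagent, then RGS4 at 900nM (2x) plus Transcreener GDP mix added; fluorescence polarization (620/688 nm) read before and after 90 min at 30 °C.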
# LDHA block: qHTS assay for inhibitors of human lactate dehydrogenase; L-lactate dehydrogenase A chain (Homo sapiens), P00338; actives 0.15% (n = 480,000); purified LDHA, NADH/diaphorase-resazurin fluorescence; stronger effect = lower value; AID 1347041, 2019; activity change, % (values are at about 110 or 230 µM); in the data active means activity change below about -30%; inconclusive means mostly about -25% to -30%;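 further: plate controls were DMSO wells for no effect and wells without enzyme for full effect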
#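 Enzyme activity of human lactate dehydrogenase 5 (2 nM; 0.06 mM NADH, 0.2 mM pyruvate, 5 min, RT) is measured via a resazurin/diaphorase fluorescence readout of residual NADH.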
# GRP78 ERSR act: qHTS for Inducers of the Endoplasmic Reticulum Stress Response (ERSR) in Human Glioma: qHTS | U87-MG GRP78 promoter luciferase reporter, 16 h | Potency, µM, without a hit: at the top dose activation, hits mostly activators | actives 0.02% (n = 420,000); further: potency means the concentration at half of the fitted maximal effect; series mostly up to about 76 µM; % of control where 0% means no effect; nearly all actives have a fitted effect of over 35% in size
#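 Stably transfected U87-MG glioma cells carrying a GRP78-based luciferase sensor; 16 h compound incubation. Luminescence end-point read 10 min after Bright-Glo addition at room temperature.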
# D2 agonist: HTS Assay for Allosteric Agonists of the Human D2 Dopamine Receptor: Primary Screen for Agonists | activation, % at 2 µM | actives 0.53% (n = 340,000) | HEK293 T-REx D2 cells, calcium flux agonist mode | AID 485358, 2010 | D(2) dopamine receptor (Homo sapiens), P14416;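 active means activation over 3 SD above normal in the single-dose calcium agonist read, cut at about 30% in these data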; further: 0% is about no effect
#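 Calcium-flux readout, 1 cycle/sec over 180 s following compound pin transfer, in inducible HEK293 Trex D2 cells (force-coupled); dopamine controls included. Positive calcium responses during this window marked compounds as potential agonists.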
# D2 antagonist: HTS Assay for Allosteric Antagonists of the Human D2 Dopamine Receptor: Primary Screen for Antagonists | D(2) dopamine receptor (Homo sapiens), P14416 | HEK293 TREx D2 cells, calcium flux, dopamine EC80 | inhibition, % at 10 µM | actives 2% (n = 340,000); in the data active means inhibition above about 30%; further: 0% is about no effect
#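 HEK293 T-REx D2 cells, tet-induced, calcium dye no-wash. Cpd pintool add, 180 s kinetic, then EC80 DA, 180 s kinetic. Ca flux read.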
# ERG Ets-DNA blk: qHTS for Small Molecule Inhibitors of the ERG Ets/DNA interaction | Transcriptional regulator ERG (Homo sapiens), P11308 | fluorescence polarization, His-ERG Ets domain / labelled DNA | Potency, µM (titrated, usually from 76.9 µM), for inactives: at the top dose FP activity, negative = inhibition, usual class: inhibitors | actives 0.028% (n = 370,000) | AID 624246, 2012; active means well fitted inhibition curve with a large enough effect in the polarisation, with a control signal flat; inconclusive means small, poorly fitted or top-dose-only effect, or effect the other way, or a change in a side signal; inactive means no such curve, though single readings can be large or run the other way; the % refers to the polarisation;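 further: polarization taken with two DNA probes labelled with fluorescein and Texas red; potency means the concentration at half of the fitted maximal effect; % of control where 0% means no effect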
# Target sequence (P11308 whole entry, looked up, the tested form may be a part): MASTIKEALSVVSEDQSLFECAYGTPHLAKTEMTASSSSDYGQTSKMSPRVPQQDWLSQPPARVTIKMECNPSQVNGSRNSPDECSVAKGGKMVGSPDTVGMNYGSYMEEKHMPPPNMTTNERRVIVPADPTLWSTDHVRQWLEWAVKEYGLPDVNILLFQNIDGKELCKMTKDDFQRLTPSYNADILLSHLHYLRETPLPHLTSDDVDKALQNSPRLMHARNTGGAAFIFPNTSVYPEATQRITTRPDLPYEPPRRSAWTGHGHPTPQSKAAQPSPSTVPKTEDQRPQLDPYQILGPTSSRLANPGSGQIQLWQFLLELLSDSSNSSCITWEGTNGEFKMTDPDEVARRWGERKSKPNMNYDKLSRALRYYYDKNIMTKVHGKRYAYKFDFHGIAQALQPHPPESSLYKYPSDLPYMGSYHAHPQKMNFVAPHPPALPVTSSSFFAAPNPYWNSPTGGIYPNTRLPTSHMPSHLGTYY
#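 His-tagged ERG Ets domain (1 uM in the protein solution; 300mM KCl, 50mM Tris-HCl, 1mM EDTA, 1mM DTT, pH 7.5) received compound, then a probe mix of 5 nM fluorescein-DNA and 100nM Texas-615-DNA. Fluorescence polarization was read for both dyes.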
# An asterisk follows results filed as active; ? = inconclusive; / = not tested or not shown; [ ] = remark or other dose. Unless noted, the call rests on the fitted dose curve; in most records, active means well fitted curve in the direction sought with a large enough effect; inconclusive means small, poorly fitted or top-dose-only effect, or another doubt; inactive means no such curve, though single readings can be large; an effect the other way counts as inactive or inconclusive.
SMILES,Vif-APOBEC3F blk,Vif-APOBEC3G blk,ALOX12 inh,RGS4 inhibitor,LDHA block,GRP78 ERSR act,D2 agonist,D2 antagonist,ERG Ets-DNA blk
Cc1oc(=O)c(NC(=O)c2cccc(Cl)c2)cc1C(=O)c1ccccc1,6%,?,?,?,-2,9%,/,/,0%
COCC1CCN(Cc2cn[nH]c2-c2cc(OC)c(OC)c(OC)c2)CC1,3%,-1%,-46%,-2%,1,-3%,0.5,-2,11%[15.4 µM]
CC(=O)N1CCCc2cc(S(=O)(=O)N3CCCC(C(=O)Nc4cc(C)ccc4C)C3)ccc21 (configuration not stated),-3%,0%,-21%,12%[11.4 µM],-7,-4%,0.0,21,-3%
COc1ccc(NC(=O)CCC(=O)OCc2ccc(Br)cc2)cc1,2%,1%,-20%,19%,-4,-5%,-0.6,1,-7%
C=CCN(C(=O)CNC(=O)c1cccs1)C(C(=O)NC(C)(C)C)c1ccccc1 (configuration not stated),-11%,0%,-7%,5%,-1,-2%,0.1,5,-2%
COc1ccccc1-n1c(SCC(=O)O)nc2c(sc(=S)n2-c2ccc(C)c(C)c2)c1=O,1%,6%,?,6%,-9,-4%,0.3,17,0%
Cc1nc(-c2ccc(NC(=O)/C=C\C(=O)O)cc2)cs1,-12%,-1%,?,?,-2,-3%,3.2,-3,5%
COc1ccc(CCN2CC(C(=O)NCCN3CCCC3=O)CCC2=O)cc1 (configuration not stated),2%,3%,3%,-6%,-5,-5%,0.1,-2,-18%
COc1cccc(NC(=O)NC2CCCc3ccccc32)c1 (configuration not stated),-10%,-14%,-20%,3%,-4,-1%,0.3,-9,-4%
COc1ccc(NC(=O)c2ccc(S(=O)(=O)N3CC(C)CC(C)C3)cc2)cc1S(N)(=O)=O (configuration not stated),-3%,0%,382%[activator],-15%,-4,-5%,0.0,-12,2%
N#C/C(=C/c1ccccc1[N+](=O)[O-])c1nnc2n1CCCCC2,-3%,-5%,-23%,-23%,-4,-2%,0.7,-1,2%
CCOC(=O)c1cn(CC)c2ccc(S(=O)(=O)N3CC(C)CC(C)C3)cc2c1=O (configuration not stated),-9%,0%,-3%,12%,1,-1%,-2.1,24,-7%
COc1ccc(NC(=O)c2sc3nc(Cc4ccccc4)cc(C(F)(F)F)c3c2N)cc1OC,-22%,-6%,3%,11%,3,-5%,1.6,-4,-3%
Cc1ccccc1OC(=O)c1cccc(S(=O)(=O)N2CCN(C)CC2)c1,-12%,0%,?,-3%,-3,0%,0.1,8,2%
O=C(CSc1nnc(CNC(=O)c2ccco2)o1)Nc1ccc(F)cc1,-1%,1%,-24%,-9%,1,-2%,0.7,-15,14%
O=C(CSc1nc2c([nH]c3ccccc32)c(=O)n1-c1ccccc1)Nc1ccc(Cl)c(Cl)c1,3%,0%,-28%,-28%,-3,-1%,0.7,/,3%
Cc1ccc(C(=O)COC(=O)CCC(=O)NC2CCCCC2)cc1C,0%,1%,0%,4%[11.4 µM],-6,-9%,-0.8,-1,10%
COc1ccc(NS(=O)(=O)c2cc(NC(=O)c3ccc(S(=O)(=O)N(C)C)cc3)ccc2N2CCOCC2)cc1,?,-3%,-12%,3%,-4,-3%,/,/,5%
Cc1ccc(CNC(=O)CN(C)S(=O)(=O)c2cnc[nH]2)cc1,-15%,-1%,-8%,-11%,-6,-3%,-0.8,-2,4%
CCOC(=O)NNS(=O)(=O)c1cc(Br)ccc1Br,-11%,0%,4%,4%,-8,0%,2.6,9,-7%
COc1cc(OC)cc(-c2cc3ccccc3c(=O)o2)c1,0%,-10%,-4%,-15%,-1,-1%,/,/,-4%
CCOC(=O)CCNC(=O)Nc1cc2nc(C)n(Cc3cccc(Cl)c3)c2nc1C,16%,-2%,1%,-10%[56.9 µM],-3,-1%,0.0,-14,-2%
COc1ccc(/C=C(/NC(=O)/C=C/c2ccccc2)C(=O)NCCCCCC(=O)O)cc1,-4%,0%,-10%,12%,-3,-2%,1.0,-12,0%
O=C(CNC(=O)c1ccc(Cl)cc1)c1ccc(Cl)cc1,7%,1%,7%,-18%,-5,6%,0.0,17,-6%
CC(C)(C)NC(=O)CN(C(=O)Cn1nnc(-c2ccccc2F)n1)c1cccc2c1CCCC2,8%,-10%,0%,1%,-3,-5%,26,-7,-1%
COc1cc(NS(=O)(=O)c2ccc(NS(=O)(=O)c3ccc(NC(C)=O)cc3)cc2)nc(OC)n1,-2%,-3%,-20%,-7%,0,-1%,0.2,-1,13%
COc1cccc(NC(=O)c2cccc(OC)c2OC)c1,7%,-5%,5%,-7%,1,0%,-2.2,9,-1%
Cc1ccccc1CN1CCC(CNc2ncnc3onc(-c4ccc(F)cc4)c23)CC1,-21%,-1%,-4%,18%,-11,-5%,-0.5,/,0%
CCc1cc(=O)[nH]c(SC/C=C/c2ccccc2)n1,4%,3%,/,12%,-3,-2%,-0.8,7,-2%
CN(C)c1ccc(N=Nc2ccccc2C(=O)OCC(=O)N(C)c2ccccc2)cc1,0%,-8%,-1%,0%[11.4 µM],0,3%,-0.3,7,4%
COc1cccc(/C=C2/C(=O)NN(c3ccc(F)cc3)C2=O)c1,2%,-13%,?,?,2,-3%,1.4,9,19%
CCN(CC)c1ccc(C(=O)OCC(=O)Nc2sccc2C#N)cc1,2%,-1%,16%,-42%,-8,7%,1.7,8,-1%
Cc1nnc2n(-c3ccccc3)c(=O)c3c4c(sc3n12)COC(C)(C)C4,2%,-4%,189%[activator],26%,-4,4%,0.5,-4,-7%
CCCc1cc(=O)oc2cc(C)cc(OC(C)C(=O)N[C@@H](Cc3c[nH]c4ccccc34)C(=O)O)c12 (some centres not stated),-6%,2%,/,-11%,1,-3%,-0.6,16,2%
Cc1cccc(NC(=O)c2ccc3c(c2)CCN3S(C)(=O)=O)c1C,1%,0%,2%,7%,-1,1%,0.3,0,-7%
CCCCNC(=O)N1CCN(S(C)(=O)=O)CC1,1%,0%,-3%,-13%,-6,-3%,1.6,13,-4%
CCc1noc(C)c1C(=O)Nc1nc2c(F)cc(F)cc2s1,7%,-2%,14%,2%,-19,2%,1.7,-14,3%
C=CCOCCn1[nH]c2ccccc2c1=O,5%,4%,-1%,-24%,0,-1%,-0.4,-1,-2%
O=C(CCn1c(=O)c2cccn2c2cccnc21)N1CCN(c2ccccc2)CC1,8%,-1%,0%,-6%,-1,-1%,2.6,/,-3%
O=C(Nc1ccc(Cl)cn1)c1cccc2ccccc12,3%,?,-2%,-2%,-1,-2%,0.6,10,-1%
CCCCCCN1CCN(C2CN(CCCC)S(=O)(=O)C2)CC1 (configuration not stated),/,0%,?,/,-9,-5%,/,/,/
CN1CCN(c2ccc(-c3ccc4ccccc4n3)cc2)CC1,3%,7%,5%,-3%,-1,-17%,2.2,21,7%
O=C(CN1C(=O)COc2ccccc21)Nc1ccccc1F,11%,3%,5%,-9%,-5,0%,-2.3,-16,8%
C=CCn1c(SCc2nc3ccccc3nc2C)nnc1-c1ccoc1C,?,1%,32µM*,?,3,-4%,0.3,0,5%
Fc1cccc(Cc2c(C3CCCCC3)nc3ccc(Cl)cn23)c1,/,-4%,?,/,5,-1%,/,/,/
CC1(C)CC(NC(=O)c2cccc3ccccc23)CC(C)(C)N1,4%,0%,-2%,-23%,-1,1%,/,/,1%
CCOc1ccccc1-n1c(COc2ccccc2)nnc1SCC(N)=O,-3%,2%,0%,-14%,-5,-6%,0.7,1,3%
CCc1ccc2nc(N3CCC(C(=O)O)CC3)sc2c1,7%,-4%,0%,-12%,-2,-10%,0.0,/,-9%
CCn1c(CNC(=O)c2cccs2)nnc1SCC(=O)Nc1cc(Cl)ccc1C,-9%,0%,11%,0%,-5,-3%,0.6,-22,-6%
CC1(C)OCC(CNC(=O)c2[nH]c(C(F)(F)F)nc2-c2ccccc2)O1 (configuration not stated),/,0%,-17%,/,2,-3%,/,/,/
Cc1csc2c(N(C)CCO)ncnc12,3%,0%,14%,1%,5,1%,-0.6,-16,1%
CC1=C(C(N)=O)C(c2ccc(C)o2)C(C(N)=O)=C(C)N1,/,-3%,0%,-32%,5,-3%,0.3,-9,-6%
O=C1Nc2cc(Cl)cnc2N2CCCC12 (configuration not stated),-8%,2%,?,-42%,5,-3%,-0.7,-8,18%
CSc1cccc(NC(=S)N(CCN(C)C)C(C)c2ccncc2)c1 (configuration not stated),-27%,-1%,5%,-20%,0,1%,0.2,-14,-2%

# Some of the compounds tested; rates above refer to the full screens.
